Screening data deposited in PubChem BioAssay by Broad Institute.
ROS inducer = raises reactive oxygen species in U2OS cancer cells; ROS induction (% of piperlongumine), % at 10 µM; U2OS ROS induction, H2DCF-DA fluorescence; 2% of 46,000 active; AID 624156; in the data active = ROS induction above about 79%, passing the limit was not always enough;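 note: 0% = DMSO vehicle median and 100% = reference compound median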
* hit, by the source's call. This is a subset (hit frequency here may not be typical).

> COc1ccc(NC(=O)N(C)C[C@@H]2Oc3ccc(NC(=O)Nc4cccc5ccccc45)cc3CC(=O)N([C@H](C)CO)C[C@@H]2C)cc1
  ROS inducer: -5
> COc1ccc(CN(C)C[C@@H]2Oc3ccc(NS(=O)(=O)c4ccc(OC)cc4)cc3CC(=O)N([C@H](C)CO)C[C@H]2C)cc1
  ROS inducer: 11
> C[C@@H]1CN([C@@H](C)CO)C(=O)c2cccc(NS(=O)(=O)c3ccc(F)cc3)c2O[C@H]1CN(C)C(=O)Nc1ccc(C(F)(F)F)cc1
  ROS inducer: -6
> O=C(Cn1nc(-c2cccc([N+](=O)[O-])c2)c2ccccc2c1=O)Nc1cccc(Cl)c1
  ROS inducer: 13
> CCC(C)C(=O)Nc1cccc(C(F)(F)F)c1 (stereo unspecified)
  ROS inducer: -7
> C[C@@H]1CN([C@@H](C)CO)C(=O)c2cccc(NC(=O)c3nc4ccccc4s3)c2O[C@@H]1CN(C)Cc1ccncc1
  ROS inducer: 4
> COc1ccc(/C=C2\Oc3cc(O)cc(O)c3C2=O)cc1O
  ROS inducer: 12
> Cc1noc(C)c1NC(=O)N(C)C[C@H]1Oc2c(NC(=O)c3nc4ccccc4s3)cccc2C(=O)N([C@@H](C)CO)C[C@H]1C
  ROS inducer: 0
> COc1ccc(-n2c(SCC(N)=O)nc3c(c2=O)C2(CCCCC2)Cc2ccccc2-3)cc1
  ROS inducer: 12
> Cc1ccc2c(c1)c(=O)c(C(=O)O)cn2C
  ROS inducer: 16

> COC1CC(=O)C23C(=O)NC(CC(C)C)C2C(C)C(C)=CC3/C=C(\C)CCC(O)C1O (stereo unspecified)
  ROS inducer: -2
> C[C@@H]1CN([C@H](C)CO)C(=O)c2cc(NS(=O)(=O)c3ccc(F)cc3)ccc2O[C@H]1CN(C)C
  ROS inducer: -13
> CCC(c1ccc(O)cc1)C(CC)c1ccc(O)cc1 (stereo unspecified)
  ROS inducer: -12
> C[C@@H]1CN([C@H](C)CO)C(=O)c2cc(NC(=O)NC3CCCCC3)ccc2O[C@H]1CN(C)Cc1ccccc1
  ROS inducer: 9
> CCN(CC(=O)Nc1ccc(I)cc1)S(=O)(=O)c1ccc2ccccc2c1
  ROS inducer: -9
> COC(=O)c1cc(OC)c(OC)cc1NC(=O)C(C)Oc1cccc(Cl)c1 (stereo unspecified)
  ROS inducer: 24
> C[C@@H]1CN([C@@H](C)CO)C(=O)Cc2cc(NC(=O)C3CC3)ccc2O[C@@H]1CN(C)C(=O)Nc1ccccc1
  ROS inducer: -1
> C[C@@H]1CN([C@@H](C)CO)C(=O)c2cc(NC(=O)c3ccncc3)ccc2O[C@@H]1CN(C)Cc1ccc2c(c1)OCO2
  ROS inducer: 1
> C[C@@H]1CN([C@H](C)CO)C(=O)CCCn2nncc2CO[C@H]1CN(C)C(=O)Nc1ccc2c(c1)OCCO2
  ROS inducer: 7
> C[C@H]1CN([C@@H](C)CO)C(=O)Cc2cc(NC(=O)NC3CCCCC3)ccc2O[C@H]1CN(C)S(=O)(=O)c1cn(C)cn1
  ROS inducer: 14

Compounds above that have a Cl atom (two):
> O=C(Cn1nc(-c2cccc([N+](=O)[O-])c2)c2ccccc2c1=O)Nc1cccc(Cl)c1
  ROS inducer: 13
> COC(=O)c1cc(OC)c(OC)cc1NC(=O)C(C)Oc1cccc(Cl)c1 (stereo unspecified)
  ROS inducer: 24

(list continues)
> CC(C)C(NS(=O)(=O)c1c(Cl)cccc1Cl)C(=O)O (stereo unspecified)
  ROS inducer: -7
> Cc1noc(C)c1NC(=O)Nc1ccc2c(c1)CC(=O)N([C@@H](C)CO)C[C@H](C)[C@H](CN(C)Cc1ccc(Cl)c(Cl)c1)O2
  ROS inducer: 13
> CCc1ccc(N=Cc2c(O)n(-c3ccccc3)c(=O)c3ccccc23)cc1
  ROS inducer: -4
> C[C@@H]1CN([C@@H](C)CO)C(=O)c2cc(NC(=O)Nc3ccc(C(F)(F)F)cc3)ccc2O[C@H]1CN(C)Cc1ccc(C(=O)Nc2ccccc2N)cc1
  ROS inducer: 9
> Cc1ccc(-n2ncc(N(C)n3cccc3)c(Cl)c2=O)cc1
  ROS inducer: -6
> CCN(CC(=O)Nc1cccc(F)c1)S(=O)(=O)c1ccc(C)cc1
  ROS inducer: -1
> COc1ccc(Cl)cc1N(CC(=O)Nc1ccc(Br)c(Cl)c1)S(C)(=O)=O
  ROS inducer: 13
> Cc1ccc(S(=O)(=O)N(C)C[C@H]2Oc3ccc(NS(=O)(=O)c4cn(C)cn4)cc3C(=O)N([C@H](C)CO)C[C@H]2C)cc1
  ROS inducer: -11
> COc1ccc(CN(C)C[C@H]2OCc3cn(nn3)CCCC(=O)N([C@@H](C)CO)C[C@H]2C)cc1
  ROS inducer: -1
> COc1ccc(Br)cc1/C=N/NC(=O)CCCCCCC(=O)Nc1ccccc1O
  ROS inducer: 9

(next part)
SMILES,ROS inducer
C[C@H](CO)N1C[C@H](C)[C@@H](CN(C)S(=O)(=O)c2ccccc2)Oc2ccc(NC(=O)CCN3CCOCC3)cc2C1=O,0
C[C@H]1CN([C@@H](C)CO)C(=O)c2cc(NC(=O)CCCCCC(=O)Nc3ccccc3N)ccc2O[C@@H]1CN(C)C(=O)NC1CCCCC1,-9
O=C(NCCc1ccccc1)C1CCC(=O)N1C1CCCCC1 (stereo unspecified),-9
Cc1ccc(S(=O)(=O)Nc2ccc3c(c2)C(=O)N([C@@H](C)CO)C[C@@H](C)[C@H](CN(C)Cc2ccc(C(=O)O)cc2)O3)cc1,-1
C[C@H]1CN([C@@H](C)CO)C(=O)c2cccc(NS(=O)(=O)c3cn(C)cn3)c2O[C@@H]1CN(C)S(=O)(=O)c1ccc(Cl)cc1,-6
CC1=CCC(C(C)(C)O[C@@H]2O[C@H](C)[C@@H](O)[C@H](O)[C@H]2O)CC1 (stereo partly specified),-1
CCn1ncc(Cl)c1C(=O)NCc1ccco1,-4
C[C@@H]1CN([C@H](C)CO)C(=O)Cc2cc(NS(=O)(=O)c3cn(C)cn3)ccc2O[C@@H]1CN(C)S(=O)(=O)c1ccc(F)cc1,-8
COc1ccc(S(=O)(=O)N(C)CC(=O)O)cc1Cl,-13
C[C@@H]1CN([C@@H](C)CO)C(=O)CCCn2nncc2CO[C@@H]1CN(C)C(=O)Nc1ccc(F)cc1,-21
c1ccc(-c2nnc3n2N=C(c2cccs2)CS3)cc1,73
COc1ccc(CC(=O)NCc2n[nH]c(=S)n2C)cc1,-12
Cc1ccc(S(=O)(=O)Nc2ccc3c(c2)CC(=O)N([C@H](C)CO)C[C@@H](C)[C@@H](CN(C)S(=O)(=O)c2ccc(C)cc2)O3)cc1,3
CC(C)NC(=O)N(C)C[C@@H]1Oc2ccc(NS(=O)(=O)c3ccc(Cl)cc3)cc2CC(=O)N([C@H](C)CO)C[C@H]1C,-2
Cc1ccc(S(=O)(=O)N(C)C[C@@H]2Oc3ccc(NS(C)(=O)=O)cc3C(=O)N([C@@H](C)CO)C[C@H]2C)cc1,10
Cc1noc(C)c1S(=O)(=O)Nc1ccc2c(c1)CC(=O)N([C@@H](C)CO)C[C@@H](C)[C@@H](CN(C)Cc1ccc(Oc3ccccc3)cc1)O2,14
COC(=O)Oc1cc2oc(=O)sc2cc1Cl,1
O=C(Cn1cncc1-c1ccc([N+](=O)[O-])cc1)Nc1ccccc1F,-11
C[C@H]1CN([C@@H](C)CO)C(=O)CCCn2nncc2CO[C@@H]1CN(C)S(=O)(=O)c1ccccc1F,10
C[C@@]12C[C@]3(O)O[C@H](O1)[C@]1(COC(=O)c4ccccc4)[C@H]3C[C@@]12O[C@@H]1O[C@H](CO)[C@@H](O)[C@H](O)[C@H]1O,-5
O=S(=O)(NC(=NCCc1ccccn1)Nc1cccc(Cl)c1)c1ccccc1,-8
O=C(Oc1ccc(Cl)cc1Cl)c1cccnc1SCCS(=O)(=O)c1ccccc1,40
Cc1noc(C)c1NC(=O)Nc1cccc2c1O[C@@H](CN(C)C(=O)Nc1ccc(C(F)(F)F)cc1)[C@H](C)CN([C@@H](C)CO)C2=O,-9
O=C(N/N=C/c1ccc2ccccc2c1)c1ccccn1,36
COc1ccc(NC(=O)N(C)C[C@H]2Oc3c(NC(=O)Nc4ccc(C(F)(F)F)cc4)cccc3C(=O)N([C@H](C)CO)C[C@H]2C)cc1,4
O=C(NC1CCCC1)c1cc2c(s1)CS(=O)(=O)C2,-7
COc1ccc(S(=O)(=O)N(C)C[C@H]2Oc3ccc(NC(=O)CCC(F)(F)F)cc3CC(=O)N([C@H](C)CO)C[C@H]2C)cc1,-1
CC(C)NC(=O)N1CCc2sccc2C1c1ccc(Cl)cc1 (stereo unspecified),-7
O=C(CCn1nc(-c2ccc(Cl)cc2)c2ccccc2c1=O)Nc1ccccc1,37
Nn1c(CSc2nc3ccccc3o2)nnc1CSc1nc2ccccc2o1,-3
C[C@@H]1CN([C@@H](C)CO)C(=O)c2cc(NC(=O)Cc3cn(C)c4ccccc34)ccc2O[C@H]1CN(C)S(C)(=O)=O,-1
CN1C2CC[C@@H]1CC(OC(=O)[C@H](CO)c1ccccc1)C2 (stereo partly specified),0
CSC1=C(C#N)C(=O)NC(c2ccc(Cl)cc2)S1 (stereo unspecified),19

Molecules listed so far that contain two or more sulfur atoms:
SMILES,ROS inducer
Cc1ccc(S(=O)(=O)N(C)C[C@H]2Oc3ccc(NS(=O)(=O)c4cn(C)cn4)cc3C(=O)N([C@H](C)CO)C[C@H]2C)cc1,-11
C[C@H]1CN([C@@H](C)CO)C(=O)c2cccc(NS(=O)(=O)c3cn(C)cn3)c2O[C@@H]1CN(C)S(=O)(=O)c1ccc(Cl)cc1,-6
C[C@@H]1CN([C@H](C)CO)C(=O)Cc2cc(NS(=O)(=O)c3cn(C)cn3)ccc2O[C@@H]1CN(C)S(=O)(=O)c1ccc(F)cc1,-8
c1ccc(-c2nnc3n2N=C(c2cccs2)CS3)cc1,73
Cc1ccc(S(=O)(=O)Nc2ccc3c(c2)CC(=O)N([C@H](C)CO)C[C@@H](C)[C@@H](CN(C)S(=O)(=O)c2ccc(C)cc2)O3)cc1,3
Cc1ccc(S(=O)(=O)N(C)C[C@@H]2Oc3ccc(NS(C)(=O)=O)cc3C(=O)N([C@@H](C)CO)C[C@H]2C)cc1,10
O=C(Oc1ccc(Cl)cc1Cl)c1cccnc1SCCS(=O)(=O)c1ccccc1,40
O=C(NC1CCCC1)c1cc2c(s1)CS(=O)(=O)C2,-7
Nn1c(CSc2nc3ccccc3o2)nnc1CSc1nc2ccccc2o1,-3
CSC1=C(C#N)C(=O)NC(c2ccc(Cl)cc2)S1 (stereo unspecified),19

2 records drawn at random from those above:
SMILES,ROS inducer
O=C(Cn1cncc1-c1ccc([N+](=O)[O-])cc1)Nc1ccccc1F,-11
C[C@@H]1CN([C@@H](C)CO)C(=O)CCCn2nncc2CO[C@@H]1CN(C)C(=O)Nc1ccc(F)cc1,-21

Individual results from above:
COc1ccc(S(=O)(=O)N(C)C[C@H]2Oc3ccc(NC(=O)CCC(F)(F)F)cc3CC(=O)N([C@H](C)CO)C[C@H]2C)cc1 in ROS inducer has -1
O=S(=O)(NC(=NCCc1ccccn1)Nc1cccc(Cl)c1)c1ccccc1 in ROS inducer has -8
C[C@@H]1CN([C@@H](C)CO)C(=O)c2cc(NC(=O)Cc3cn(C)c4ccccc34)ccc2O[C@H]1CN(C)S(C)(=O)=O in ROS inducer has -1
